Fam108B inh: counter-screen for RBBP9 inhibitors: inhibitors of mouse Fam108B; recombinant Fam108B, FP-Rh probe fluorescence polarization; inhibition, % at 9.51 µM; 0.33% of 300,000 active; AID 1947;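 active = inhibition above the screen mean inhibition plus 3 SD, computed separately per campaign, cut at about 18% in these data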;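 also: inhibitors lower polarization as less probe binds the enzyme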
CR mimetic SO: lowers age-related superoxide in aged yeast cells. S. cerevisiae aged cells, superoxide DHE fluorescence; active compounds read low. superoxide response (% of plate mean), % at 10 µM. 0.18% of 330,000 active;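 active = superoxide response under a set limit, about three screen SD below normal, cut at about 65% in these data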;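 also: yeast aged for seven days with compound at 30 °C before DHE staining; 100% = average MFI of all compound-treated wells on the plate with controls excluded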
Efflux pump inh: inhibitors of Candida antifungal efflux pumps expressed in yeast; S. cerevisiae Candida pump triplex, Nile Red efflux; inhibition, % at 10 µM; AID 485275; 0.44% of 330,000 active;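 active = plate passing quality check with inhibition over a set limit, or well fluorescence over plate mean plus 4 SD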;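 also: Nile Red retained in pooled yeast measured as flow cytometry median fluorescence; 0% = buffer negative control and 100% = Enniatin B positive control; higher means more Nile Red kept so more efflux inhibition; some compounds called inactive have numbers as strong as hits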
MCL1-BIM inh: inhibitors of human MCL1 binding to BIM-BH3 peptide | GST-MCL1 / FITC-Bim-BH3 fluorescence polarization | inhibition, % at 10.9 µM | 0.68% of 320,000 active | AID 2057;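 active = inhibition above the mean inhibition of all tested compounds plus 3 SD, set per campaign, cut at about 40% in these data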;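 also: 0% = DMSO wells and 100% = unlabeled Bim-BH3 peptide control; higher means more loss of mP so more displacement of Bim peptide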
Target sequence (Q07820 whole entry, looked up): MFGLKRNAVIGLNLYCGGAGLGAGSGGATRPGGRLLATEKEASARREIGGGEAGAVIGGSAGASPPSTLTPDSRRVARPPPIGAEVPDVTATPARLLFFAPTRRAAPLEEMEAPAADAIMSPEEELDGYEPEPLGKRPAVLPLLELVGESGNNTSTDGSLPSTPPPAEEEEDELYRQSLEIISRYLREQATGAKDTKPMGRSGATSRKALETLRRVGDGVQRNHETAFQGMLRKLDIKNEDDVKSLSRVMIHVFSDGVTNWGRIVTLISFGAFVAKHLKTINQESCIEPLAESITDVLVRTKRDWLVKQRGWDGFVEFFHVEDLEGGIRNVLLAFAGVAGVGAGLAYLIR
MEX-5 binding: C. elegans MEX-5 TCR-2 RNA binding activity. Q9XUB2. MEX-5/FITC-TCR2 RNA binding, fluorescence polarization; active compounds read low. activity score (negative = inhibition of binding), % at 10 µM. 0.38% of 300,000 active. AID 1832;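 active = inhibition past about -25% in most replicates, and total fluorescence under double the plate's negative control median, limit read from the data; inconclusive = replicates evenly split on the limit, or fluorescence at least double controls; inactive = too little inhibition in most replicates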;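 also: 0% = DMSO and -100% = 5 µM competing unlabeled TCR2 RNA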
ZTA counter: blocks Epstein-Barr virus ZTA, an EBNA-1 counter-screen; AID 2234; inhibition, % at 11 µM; 0.15% of 320,000 active; ZTA-DNA binding, fluorescence polarization; in the data active = inhibition above about 33%
Target sequence (P03206 whole entry, looked up): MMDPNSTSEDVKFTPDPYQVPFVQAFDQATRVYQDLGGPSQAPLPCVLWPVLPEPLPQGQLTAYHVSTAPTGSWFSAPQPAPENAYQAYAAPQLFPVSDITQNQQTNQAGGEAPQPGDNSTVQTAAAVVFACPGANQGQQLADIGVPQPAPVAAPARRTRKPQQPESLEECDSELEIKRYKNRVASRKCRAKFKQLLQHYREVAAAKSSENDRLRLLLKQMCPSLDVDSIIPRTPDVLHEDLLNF
EBNA-1 inh: blocks EBNA-1 binding to DNA; EBNA-1 DNA binding, fluorescence polarization; inhibition, % at 14.8 µM; 0.34% of 300,000 active; AID 1950; in the data active = inhibition above about 28%
Bcl-xL primary: Bcl-xL (human) inhibition; Q07817; GST-Bcl-xL / FITC-Bim BH3 peptide fluorescence polarization; inhibition, % at 10.9 µM; 0.7% of 320,000 active; AID 2129;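 active = inhibition above the mean of all tested compounds plus 3 SD, cutoff set per campaign, cut at about 30% in these data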;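 also: 0% = DMSO wells and 100% = unlabeled Bim-BH3 peptide competitor; inhibitors lower millipolarization by displacing the labeled peptide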
GLD-1 RNA inh: GLD-1-TGE RNA interaction inhibition (C. elegans); 0.44% of 320,000 active; purified GLD-1 + fluorescein TGE RNA, fluorescence polarization; Q17339; inhibition, % at 5.96 µM;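 active = percent inhibition above a per-plate cutoff, the plate mean of test compounds plus 3 SD, cut at about 30% in these data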;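 also: 0% = DMSO wells with GLD-1 and probe and 100% = wells lacking GLD-1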
Target sequence (Q17339 whole entry, looked up): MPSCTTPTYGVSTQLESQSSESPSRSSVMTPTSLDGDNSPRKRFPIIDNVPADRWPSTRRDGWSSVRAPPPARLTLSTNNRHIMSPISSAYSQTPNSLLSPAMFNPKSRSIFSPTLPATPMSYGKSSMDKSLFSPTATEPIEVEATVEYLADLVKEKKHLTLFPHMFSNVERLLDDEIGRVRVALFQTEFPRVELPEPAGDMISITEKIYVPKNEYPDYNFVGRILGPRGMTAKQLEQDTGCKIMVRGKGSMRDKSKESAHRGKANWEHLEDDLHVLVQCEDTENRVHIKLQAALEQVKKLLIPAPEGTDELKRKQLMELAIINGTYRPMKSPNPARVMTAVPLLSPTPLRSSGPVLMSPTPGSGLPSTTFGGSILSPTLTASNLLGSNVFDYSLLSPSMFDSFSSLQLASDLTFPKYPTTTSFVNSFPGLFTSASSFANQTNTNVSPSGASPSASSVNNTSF
* hit, by the source's call; ? = inconclusive; / = no result given.

SMILES	Fam108B inh	CR mimetic SO	Efflux pump inh	MCL1-BIM inh	MEX-5 binding	ZTA counter	EBNA-1 inh	Bcl-xL primary	GLD-1 RNA inh
Cc1ccc2nc(C)cc(OCC(=O)O)c2c1	3	85	-0.2	10	0.5	-4	-1	7	-4
COc1ccc(-c2cc3ccc(OCC(N)=O)cc3oc2=O)cc1OC	1	106	0.1	5	?	-9	2	4	0
CC(=O)Nc1ccc(CN2CCc3c([nH]c4ccccc34)C2c2ccccn2)cc1 (stereo not drawn)	2	112	0.1	5	-1.4	-28	-18	11	5
COc1ccc(/C=N/NC(=O)C2C(C=C(Cl)Cl)C2(C)C)c(OC)c1 (stereo not drawn)	-2	107	1.3	0	3.0	2	-4	2	3
CN1C(=O)C(O)(CC(=O)c2ccccc2O)c2cc(Br)ccc21 (stereo not drawn)	0	101	-0.2	1	-1.3	18	14	14	2
CCN1C(C(=O)Nc2cc(C)on2)=C(O)c2ccccc2S1(=O)=O	3	124	0.1	7	0.2	4	4	9	-1
O=C(NC1(C(F)(F)F)OCCO1)c1ccc(F)cc1	2	95	0.1	4	0.7	6	1	7	1
CCOc1ccc(C(=O)Nc2c3c(nn2-c2ccc(F)cc2)CS(=O)C3)cc1 (stereo not drawn)	0	98	0.0	-1	-0.8	-15	0	0	10
CCCn1c(NCc2cc(OC)ccc2OC)nc2ccccc21	0	77	-0.2	11	-0.7	1	6	7	-2
CN1CCN(S(=O)(=O)c2ccc(Cc3ccc(S(=O)(=O)N4CCN(C)CC4)cc3)cc2)CC1	3	96	0.1	5	0.7	17	16	3	2
COc1ccccc1NC(=O)N1CCN(CCc2ccccc2)CC1	0	104	0.1	5	1.6	3	-2	3	-5
Cc1cc(C)n2nc(N)c(N=Nc3ccc4c(c3)OCO4)c2n1	2	110	0.0	-3	-0.9	23	1	8	1
COc1ccc(C2Nc3ccccc3C(=O)N2NS(=O)(=O)c2ccc(C)cc2)cc1OC (stereo not drawn)	-1	110	0.3	0	-1.1	8	-10	-2	-2
CC(=O)N1c2ccc(S(=O)(=O)N(C)CC(=O)NCc3ccc(C)cc3)cc2CC1C (stereo not drawn)	2	85	0.0	-1	1.8	-9	-15	-1	7
C=C(C)Cn1c(=O)c2c(nc3n2CC(C)CN3Cc2ccccc2)n(C)c1=O (stereo not drawn)	1	116	0.0	-7	3.0	-1	4	-1	2
CCOC(=O)c1cc(-c2ccccc2)sc1NC(=O)CSc1nnc(N)s1	6	99	0.0	4	2.2	-1	-15	2	1
CCCNC(=O)C1CCCN(S(=O)(=O)c2ccc3c(c2)CC(C)N3C(=O)C2CC2)C1 (stereo not drawn)	1	109	0.5	0	-4.7	3	-3	6	-6
OCC(O)C(O)C(O)C(O)c1nc2ccccc2[nH]1 (stereo not drawn)	2	116	0.2	2	-3.6	19	8	3	-3
COC(=O)CCCC1=CC2=C(c3ccccc3)C(=O)C(C)(OC(=O)C3CCCC3)C(=O)C2=CN1CCN1CCOCC1 (stereo not drawn)	-3	96	-0.2	154*	-5.6	27	8	120*	90*
Cc1cc(=O)oc(C)c1C(=O)Nc1ccc(N(C)C)cc1	-3	92	0.3	4	3.6	10	0	3	0
CC1C(=O)N2CCCc3cc(NC(=O)C(=O)NCCN4CCOCC4)cc1c32 (stereo not drawn)	1	92	0.0	1	0.8	4	-11	-1	0
COc1cc2[nH]c(C(=O)NCCc3ccccc3)cc2c(OC)c1OC	7	94	-0.2	1	3.3	-7	4	2	8
O=C(Nc1ccc(NC(=O)c2ccco2)c(Cl)c1)c1ccc2c(c1)OCCO2	-60	112	0.2	-47	1.1	-3	-4	-9	-6
CC(=O)CC(=O)Nc1cccc2c1CCCC2	-3	100	0.0	-1	-0.1	-3	-13	1	-5
CCOC(=O)N1CCN(C(=O)CSc2nnc(-c3cc(OC)cc(OC)c3)o2)CC1	0	87	0.0	-8	3.0	2	0	2	-6
Going on with the list:
SMILES	Fam108B inh	CR mimetic SO	Efflux pump inh	MCL1-BIM inh	MEX-5 binding	ZTA counter	EBNA-1 inh	Bcl-xL primary	GLD-1 RNA inh
NS(=O)(=O)c1ccc2nc(NC(=O)c3ccc4c(c3)OCCO4)sc2c1	-6	108	-0.1	-7	-0.5	1	-6	4	2
O=C(CC(c1ccco1)S(=O)(=O)c1ccccc1)c1ccc(F)cc1 (stereo not drawn)	-4	110	0.4	0	2.2	6	-3	4	3
COc1ccc(CCC(=O)Nc2cc(Cl)ccc2N2CCN(C)CC2)cc1	-3	106	0.0	-11	1.1	-8	-2	3	6
C/C(=N\NC(N)=S)c1ccc(Cl)s1	7	113	0.3	2	0.9	-7	3	6	-9
Cn1nnnc1SCC(=O)NC(C)(C)C	6	91	-0.1	-4	1.3	1	8	-1	2
CC(Sc1nnc(-c2ccccc2F)n1C1CC1)C(N)=O (stereo not drawn)	0	92	0.1	2	0.7	5	-11	1	-2
CC(=O)Nc1nnc(CCN2CCCCC2)s1	0	117	-0.3	2	0.6	14	-4	1	1
O=C(NCC(F)(F)F)Nc1ncccn1	1	119	-0.1	3	-1.7	6	-10	2	2
OCCC1CN(Cc2ccsc2)CCN1C1CCCC1 (stereo not drawn)	10	106	0.0	-10	1.9	-21	1	2	8
Cn1nc(C(F)(F)F)c2cc(NC(=O)OCC(C)(C)C)sc21	0	92	-0.1	3	0.3	10	-1	3	11
c1ccc2[nH]c(CSc3ncnc4c3oc3ccccc34)nc2c1	-4	97	0.1	-2	-7.8	-17	-13	-8	2
O=C(COc1ccc2ccccc2c1)Nc1cccc2cccnc12	-6	97	0.2	7	-1.9	-3	-9	6	-4
COCCN1CCN(Cc2nc(Cc3ccc(OC)c(OC)c3)no2)CC1	1	102	0.1	-2	-1.1	-9	-3	1	4
S=c1[nH]nc(CCc2ccc(Cl)cc2)o1	2	96	-0.1	-16	-1.0	10	-2	-31	-1
COC(=O)c1c(C)[nH]c(C(=O)CN2CCOCC2)c1C	0	104	-0.1	6	-2.2	12	5	7	11
CCCCCN1C/C=C\C(c2ccc(OC)cc2)N(Cc2ccc(F)cc2)C(=O)C1 (stereo not drawn)	0	/	/	-4	0.1	-2	1	3	-3
CCOCC(=O)Nc1ccc([N+](=O)[O-])cc1C	2	110	-0.1	-7	-3.2	1	-8	-1	-5
O=C(CSc1nc(-c2ccc(F)cc2)cs1)NCCN1C(=O)CSC1=O	-3	92	0.1	12	1.4	12	11	1	3
COc1ccc(/C=N/NC(=O)Nc2cccc3nsnc23)c(OC)c1	-2	101	0.0	-2	-1.4	-3	10	3	-5
CCOC(=O)c1c(C)nc(SC)c(C#N)c1-c1ccccc1	-2	95	0.1	15	-1.0	2	1	8	0
CCOC(=O)c1oc2ccccc2c1CN1CCCCC1	1	102	0.2	2	0.3	9	7	5	4
Cc1csc(N/N=C/c2ccc([N+](=O)[O-])cc2)n1	3	109	0.0	-11	0.5	-7	2	-6	9
COc1ccc(Nc2nc(NCCO)nc(OC)n2)cc1	-4	100	-0.1	-1	0.6	10	2	1	-1
CS(=O)(=O)N(CC(N)=O)Cc1ccc(Cl)cc1	1	106	0.0	12	0.8	19	12	3	7
O=C(c1nn(-c2ccccc2)c(=O)c2ccccc12)N1CCN(c2ncccn2)CC1	-2	106	0.0	2	0.8	0	-12	1	0

Entries shown so far with a CF3 group:
SMILES	Fam108B inh	CR mimetic SO	Efflux pump inh	MCL1-BIM inh	MEX-5 binding	ZTA counter	EBNA-1 inh	Bcl-xL primary	GLD-1 RNA inh
O=C(NC1(C(F)(F)F)OCCO1)c1ccc(F)cc1	2	95	0.1	4	0.7	6	1	7	1
O=C(NCC(F)(F)F)Nc1ncccn1	1	119	-0.1	3	-1.7	6	-10	2	2
Cn1nc(C(F)(F)F)c2cc(NC(=O)OCC(C)(C)C)sc21	0	92	-0.1	3	0.3	10	-1	3	11

The list continues:
SMILES	Fam108B inh	CR mimetic SO	Efflux pump inh	MCL1-BIM inh	MEX-5 binding	ZTA counter	EBNA-1 inh	Bcl-xL primary	GLD-1 RNA inh
COc1ccc(/C(C)=N/Nc2nc(C)c(C(C)=O)s2)cc1	0	92	0.0	3	0.2	-6	3	1	-2
Cc1ccccc1Nc1c(F)c(F)c(F)c(F)c1C(=O)O	-4	91	0.0	-5	-0.9	-4	-14	2	-9
CCC(C)N(C(=O)COC(=O)CSc1ccc(C)c(C)c1)C1CCS(=O)(=O)C1 (stereo not drawn)	/	171	0.1	-1	/	7	/	0	-4
Cc1ccc(CSCC(=O)N(C)CC(=O)Nc2ccccc2Cl)cc1	-3	100	0.2	11	1.2	1	-8	5	0
Nc1ccc(NC(=O)c2ccco2)c(Cl)c1	2	110	-0.2	6	1.0	10	8	0	-3
CCC(=O)NC1=C(Nc2ccc(N)cc2)C(=O)c2ccccc2C1=O	6	138	-0.2	4	0.2	-4	5	9	7
O=C(COc1cccc2cccnc12)N1CCc2ccccc21	4	93	0.3	-5	-1.0	-3	-5	-3	3
Cc1cc(SCC#N)nc2ccccc12	-1	97	0.0	1	-0.4	5	2	4	9
CCC(C)(C)NC(=O)c1cc(C(=O)OC)cc([N+](=O)[O-])c1	-3	109	0.1	7	-0.5	10	4	6	0
Cc1ccc(SCCC(=O)NCCSCc2ccccc2C)cc1	-3	104	0.0	1	1.8	6	4	-2	-2
O=C(C(=O)N1CCc2ccccc2C1)c1cn(CC(=O)N2CCCC2)c2ccccc12	3	96	-0.2	-6	1.8	4	11	-1	9
NC(=S)N/N=C/c1ccccc1OC(=O)c1cc2ccccc2oc1=O	0	130	0.3	10	0.8	-3	-3	4	-5
CC1CCN(c2nnc(NC(=O)Cn3c(=O)oc4ccccc43)s2)CC1	2	101	-0.1	4	1.3	1	-14	6	-6
CC(C)(C)CC(=O)Nc1ccccc1N1CCN(c2ccccc2)CC1	5	78	0.0	0	-3.3	19	1	0	7
CCn1c(SCC(=O)NCC2CCCO2)nc2c(c1=O)SCC2 (stereo not drawn)	-2	100	0.9	7	4.7	11	14	4	3

2 compounds picked at random from the list so far, as already listed:
SMILES	Fam108B inh	CR mimetic SO	Efflux pump inh	MCL1-BIM inh	MEX-5 binding	ZTA counter	EBNA-1 inh	Bcl-xL primary	GLD-1 RNA inh
NC(=S)N/N=C/c1ccccc1OC(=O)c1cc2ccccc2oc1=O	0	130	0.3	10	0.8	-3	-3	4	-5
CCn1c(SCC(=O)NCC2CCCO2)nc2c(c1=O)SCC2 (stereo not drawn)	-2	100	0.9	7	4.7	11	14	4	3

Laid out differently: results already given.
CCC(=O)NC1=C(Nc2ccc(N)cc2)C(=O)c2ccccc2C1=O
  Fam108B inh = 6	CR mimetic SO = 138	Efflux pump inh = -0.2	MCL1-BIM inh = 4	MEX-5 binding = 0.2	ZTA counter = -4	EBNA-1 inh = 5	Bcl-xL primary = 9	GLD-1 RNA inh = 7
O=C(C(=O)N1CCc2ccccc2C1)c1cn(CC(=O)N2CCCC2)c2ccccc12
  Fam108B inh = 3	CR mimetic SO = 96	Efflux pump inh = -0.2	MCL1-BIM inh = -6	MEX-5 binding = 1.8	ZTA counter = 4	EBNA-1 inh = 11	Bcl-xL primary = -1	GLD-1 RNA inh = 9

Assay outcomes as filed in PubChem.
